Assay outcomes (PubChem)
Scp1 inh: Scp-1 phosphatase inhibitors, primary screen, biochemical, colorimetric, uHTS | hit rate 0.88% among 340,000 | Recombinant Scp1, phosphopeptide, malachite green phosphate absorbance | AID 493091, 2011 | inhibition, % at 20 µM | Carboxy-terminal domain RNA polymerase II polypeptide A small phosphatase 1 (Homo …;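 active = inhibition above about 50% at 20 µM, limit read from the data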;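 note: plate controls were DMSO wells with enzyme for no effect and wells lacking enzyme for full effect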
Target sequence (Q9GZU7 76-261 limits assumed): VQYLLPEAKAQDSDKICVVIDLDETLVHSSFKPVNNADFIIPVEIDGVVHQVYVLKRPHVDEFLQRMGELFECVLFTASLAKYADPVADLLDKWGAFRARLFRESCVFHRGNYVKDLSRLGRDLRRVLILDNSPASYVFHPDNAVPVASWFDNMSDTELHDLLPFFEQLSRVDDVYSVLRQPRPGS
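Test system: SCP-1 phosphatase catalytic domain, residues 76-261; measured by: colorimetric phosphate reagent with accelerator and stabiliser, absorbance at 630 nm; timing: enzyme reaction 45 min at room temperature, colour 5 min, stabilisation 30 min; also added: Phosphorylated 17-residue peptide substrate; compound dosing: one concentration, 20 µM, with 1.0% DMSO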
STEP block: STEP phosphatase inhibitors, primary screen, biochemical, fluorescence intensity, uHTS | Tyrosine-protein phosphatase non-receptor type 5 (Homo sapiens), P54829 | recombinant STEP, OMFP fluorogenic substrate | inhibition, % at 20 µM | hit rate 0.25% among 360,000 | AID 588621, 2011;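 active = inhibition at 20 µM, scaled per plate between control wells, above about 37%, limit read from the data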;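 note: 0% = DMSO with enzyme and substrate and 100% = substrate only without enzyme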
Target sequence (P54829 whole entry, looked up): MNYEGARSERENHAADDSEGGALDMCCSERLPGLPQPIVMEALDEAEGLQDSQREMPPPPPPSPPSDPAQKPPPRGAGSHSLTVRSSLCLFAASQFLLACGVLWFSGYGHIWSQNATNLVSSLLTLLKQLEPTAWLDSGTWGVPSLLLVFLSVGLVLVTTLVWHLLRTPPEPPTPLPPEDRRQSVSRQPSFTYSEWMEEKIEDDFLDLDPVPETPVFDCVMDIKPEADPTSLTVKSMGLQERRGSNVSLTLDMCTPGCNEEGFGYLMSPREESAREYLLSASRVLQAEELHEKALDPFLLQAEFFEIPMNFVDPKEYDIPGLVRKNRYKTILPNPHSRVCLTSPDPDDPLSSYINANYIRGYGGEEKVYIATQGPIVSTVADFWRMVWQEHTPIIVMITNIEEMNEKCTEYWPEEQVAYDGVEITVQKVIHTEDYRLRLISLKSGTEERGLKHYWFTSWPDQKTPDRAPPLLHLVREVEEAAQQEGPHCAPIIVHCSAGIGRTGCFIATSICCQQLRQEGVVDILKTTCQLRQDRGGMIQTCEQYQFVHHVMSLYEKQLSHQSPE
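System: isolated STEP enzyme; schedule: 20 min enzyme reaction at room temperature, protected from light; medium: Bis-Tris buffer pH 6.0, 2.5 mM DTT, 0.005% Tween 20; signal: fluorescence, 480/540 nm; dosing: single compound dose of 20 µM, 1% DMSO final; also added: OMFP substrate, 25 µM final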
LMPTP inh: LMPTP phosphatase inhibitors, primary screen, biochemical, fluorescence intensity, uHTS; hit rate 0.22% among 360,000; recombinant LMPTP-A, OMFP fluorogenic substrate; Low molecular weight phosphotyrosine protein phosphatase (Homo sapiens), P24666; inhibition, % at 20 µM;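 active = compounds that cut the enzyme signal by at least half of the control window in the single-dose screen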;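 note: plate controls were DMSO wells with enzyme plus substrate for no effect and substrate without enzyme for full effect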
Target sequence (P24666 whole entry, looked up): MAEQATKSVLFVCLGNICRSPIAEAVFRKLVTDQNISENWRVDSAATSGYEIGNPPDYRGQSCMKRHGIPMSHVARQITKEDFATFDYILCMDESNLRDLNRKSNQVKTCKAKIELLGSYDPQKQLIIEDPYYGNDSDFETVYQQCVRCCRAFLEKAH
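Assay system: LMPTP-A enzyme. Input: 0.625 nM LMPTP-A final. Probe or stimulus: 400 µM OMFP. Compound dosing: single 20 µM dose. Schedule: 50 min dark incubation at room temperature. Detection: fluorescence intensity of OMFP turnover product. Read-out: percent inhibition versus substrate-only and uninhibited controls. Benchmarks: no-enzyme low control, uninhibited high control.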
MsrA inhibitor: bovine MsrA enzyme inhibitors, primary screen, biochemical, absorbance, HTS. Methionine sulfoxide reductase A (Bos taurus). purified bovine MsrA, absorbance read-out. inhibition, % at 15.5 µM. hit rate 0.75% among 360,000. AID 651718, 2012; in the data active = inhibition above about 4.5%;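 note: 0% = vehicle wells with enzyme and 100% = reference inhibitor wells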
DNMT1 inh: human DNMT1 methyltransferase inhibitors, primary screen, biochemical, molecular beacon, fluorescence, HinP1I cleavage, uHTS; DNA (cytosine-5)-methyltransferase 1 (Homo sapiens), P26358; inhibition (reported as % activation of signal), % at 10 µM; hit rate 0.83% among 360,000; AID 588458, 2011; in the data active = inhibition above about 50%
SUMO1 PPI mod: modulators of SUMO1 protein-protein interactions, primary screen, biochemical, uHTS | AID 602429, 2012 | hit rate 0.33% among 360,000 | inhibition, % at 20 µM | Small ubiquitin-related modifier 1 (Homo sapiens), P63165 | SUMO1 binding to a labelled peptide, TR-FRET, 1 h; in the data active = inhibition above about 37%
Target sequence (P63165 whole entry, looked up): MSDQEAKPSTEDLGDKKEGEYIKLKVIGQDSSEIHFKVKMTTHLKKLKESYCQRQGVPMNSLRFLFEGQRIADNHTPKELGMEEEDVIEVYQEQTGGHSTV
TbMetRS inhib: T. brucei MetRS inhibitors, primary screen, biochemical, luminescence; purified T. brucei MetRS, ATP depletion, Kinase-Glo luminescence; inhibition, % at 11.9 µM; methionyl-tRNA synthetase (Trypanosoma brucei brucei); AID 624268, 2012; hit rate 0.4% among 360,000;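 active = inhibition above a per-plate cutoff of the control wells' mean inhibition plus 3 SD, cut at about 5.5% in these data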;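 note: 0% = DMSO wells median and 100% = median of wells with control inhibitor compound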
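Test system – parasite MetRS enzyme · Reagent – substrates ATP, L-methionine and bulk Escherichia coli tRNA · Doses – 11.9 µM compound single dose, 0.9% DMSO · Times – 15 min enzyme-compound preincubation, 2 h reaction, 10 min detection, 25 °C · Signal – Kinase-Glo luminescence, ATP depletion format · Controls – DMSO-only wells as low control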
E coli Lon inh: inhibitors of E. coli Lon protease, primary screen, biochemical, fluorescence polarization; purified E. coli Lon protease; inhibition, % at 7.94 µM; hit rate 0.42% among 360,000; AID 602123, 2011; in the data active = inhibition above about 13%, passing the limit was not always enough;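 note: 0% = enzyme with probe and DMSO and 100% = no enzyme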
bovine MsrA act: bovine MsrA enzyme activators, primary screen, biochemical, absorbance, HTS | Methionine sulfoxide reductase A (Bos taurus) | purified bovine MsrA, absorbance read-out | activation, % at 10.6 µM | hit rate 0.3% among 360,000 | AID 602163, 2012; in the data active = activation above about 7.5%;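 note: 0% = vehicle and 100% = reference activator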
CendR NRP1 mod: modulators of CendR peptide binding to NRP-1, primary screen, biochemical, fluorescence polarization, uHTS. Neuropilin-1 (Homo sapiens), O14786. FAM-RPARPAR peptide binding to NRP-1. inhibition, % at 25 µM. hit rate 0.85% among 360,000. AID 602438, 2012;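 active = inhibition or corrected inhibition above about 18%, plus a signal ratio from 0.5 to 1.5, limit read from the data, passing the limit was not always enough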; note: strong numbers were not always called active
* hit, by the source's call; nt = no result given; & = joins results of further samples.

SMILES	Scp1 inh	STEP block	LMPTP inh	MsrA inhibitor	DNMT1 inh	SUMO1 PPI mod	TbMetRS inhib	E coli Lon inh	bovine MsrA act	CendR NRP1 mod
N#C/C(=C/c1ccc(-c2ccccc2)o1)c1nc(-c2cccs2)cs1	-18	-14	5.3	-0.3	28	-23	-0.9	-356	-9	131
CCOC(=O)c1ccc[n+](CC(=O)Nc2cc(C(F)(F)F)ccc2Cl)c1	33	-2	-2.0	0.5	-4	-7	-0.5	10	-2	-11
Cc1cccc(OCc2nc3ccccc3n2C)c1	-4	-1	-0.2	2.1	-2	1	-0.7	-2	-1	-11
CC1CC1C(=O)Nc1ccc(-c2ccccc2)cc1 (centres undefined)	-10	1	2.4	1.5	-4	8	0.3	4	-1	4
COc1cccc(C(=O)Nc2c(F)c(F)c(F)c(F)c2F)c1	-5	-5	-0.2	0.6	1	20	-0.2	-1	-3	-5
Cc1c(C=O)c2ccccc2n1CC(=O)NCc1ccc2c(c1)OCO2	20	-1	-2.9	1.0	-2	-2	2.5	1	1	9
N#Cc1c(-c2ccccc2)nc(-c2ccncc2)[nH]c1=O	0	1	-1.0	0.1	0	3	-0.8	4	-2	-4
Cc1cccc(OC(C)C(=O)N2CCN(Cc3ccc4c(c3)OCO4)CC2)c1 (centres undefined)	-1	-2	0.2	0.8	0	3	-0.9	-3	-6	-2
CCOc1ccccc1NC(=O)CN(c1ccc(OC)cc1OC)S(=O)(=O)c1ccccc1[N+](=O)[O-]	-19	-1	3.9	-0.1	-4	-1	-1.1	-4	-4	11
Cc1cc(C)n(C(=O)COc2ccc([N+](=O)[O-])cc2)n1	-10	-2	-0.5	1.5	2	-10	-0.7	13	-4	-4
Cc1noc(C)c1CSCC(=O)N(C)CC(=O)Nc1ccc(F)c(F)c1F	-1	0	0.4	-1.9	2	-2	-0.5	-21	-2	6
CC(C)C[C@H]1COc2cccc(N3CCN(Cc4ccccc4F)CC3)c2S(=O)(=O)N1	nt	nt	1.1	-0.1	nt	-2	-0.4	0	-1	-3
COc1cc(C2NC(=O)NC(C)=C2C(=O)OCc2ccccc2)ccc1O (centres undefined)	-4	-1	-0.6	0.7	-2	4	-1.2	6	-9	8
CCOC(=O)/C(=C/c1ccccc1)NC(=O)c1ccco1	2	-3	-0.8	0.1	5	-2	-0.9	0	-6	-7
O=C(O)CSc1cccc2cccnc12	0&-3	0&1	1.0&0.5	0.9&0.8	18&2	-3&-9	0.2&0.2	-4&-5	-1&0	-25&0
Cc1ccc(-n2c3nc(=O)[nH]c(=O)c-3cc3cc([N+](=O)[O-])ccc32)cc1	-7	-2	-1.1	2.2	21	10	0.8	15	-3	-32
CCOc1cc(C(=O)Nc2c3c(nn2C(C)(C)C)CS(=O)C3)cc(OCC)c1OCC (centres undefined)	5	-2	-2.5	-0.3	-1	-2	0.1	-4	-3	-6
Cn1c(=O)c2cc(NC(=O)Nc3cccnc3)ccc2n1Cc1cccc(C(F)(F)F)c1	nt	1	1.2	-0.1	-6	7	2.0	-1	-1	-7
O=C(CSCc1ccc([N+](=O)[O-])cc1)NC1CC2CCC1C2 (centres undefined)	-5	-1	-1.1	-0.4	-2	-10	-0.5	-5	-1	-3
CN(C)/C=N/c1ncc(C(=O)c2ccc(-c3ccccc3)cc2)s1	6	1	0.8	0.6	-4	-33	-0.1	-8	-4	1
Cc1nnc(-c2ccc(N3CCCCCC3)c([N+](=O)[O-])c2)o1	1	0	0.7	1.9	-6	-23	0.1	1	-2	12
Cn1c(N)c(C(=O)CSc2nc3ccccc3n2-c2ccccc2)c(=O)n(C)c1=O	10	-2	-0.8	-0.5	14	9	-0.2	-2	-10	-3
Cc1cccc(N2CCN(C(=O)COc3ccc4c(c3)CCC4)CC2)c1C	4	-1	2.4	0.2	-1	-2	-0.6	8	-2	-1
CSC1=C(C#N)C(CC(C)C)C(C(C)=O)=C(C)N1 (centres undefined)	-10	0	-0.1	-0.5	2	0	-0.3	-6	-5	-5
CC(C)(C)NC(=O)NC(=O)COC(=O)c1nc(-c2ccccc2)n(-c2cccc(C(F)(F)F)c2)n1	-4	1	2.2	1.2	-1	13	0.0	-1	1	-5

8 structures from above, sorted by number of heavy atoms, largest number first:
SMILES	Scp1 inh	STEP block	LMPTP inh	MsrA inhibitor	DNMT1 inh	SUMO1 PPI mod	TbMetRS inhib	E coli Lon inh	bovine MsrA act	CendR NRP1 mod
CC(C)(C)NC(=O)NC(=O)COC(=O)c1nc(-c2ccccc2)n(-c2cccc(C(F)(F)F)c2)n1	-4	1	2.2	1.2	-1	13	0.0	-1	1	-5
Cc1cccc(OC(C)C(=O)N2CCN(Cc3ccc4c(c3)OCO4)CC2)c1 (centres undefined)	-1	-2	0.2	0.8	0	3	-0.9	-3	-6	-2
Cc1cccc(N2CCN(C(=O)COc3ccc4c(c3)CCC4)CC2)c1C	4	-1	2.4	0.2	-1	-2	-0.6	8	-2	-1
Cc1c(C=O)c2ccccc2n1CC(=O)NCc1ccc2c(c1)OCO2	20	-1	-2.9	1.0	-2	-2	2.5	1	1	9
N#C/C(=C/c1ccc(-c2ccccc2)o1)c1nc(-c2cccs2)cs1	-18	-14	5.3	-0.3	28	-23	-0.9	-356	-9	131
COc1cccc(C(=O)Nc2c(F)c(F)c(F)c(F)c2F)c1	-5	-5	-0.2	0.6	1	20	-0.2	-1	-3	-5
N#Cc1c(-c2ccccc2)nc(-c2ccncc2)[nH]c1=O	0	1	-1.0	0.1	0	3	-0.8	4	-2	-4
CSC1=C(C#N)C(CC(C)C)C(C(C)=O)=C(C)N1 (centres undefined)	-10	0	-0.1	-0.5	2	0	-0.3	-6	-5	-5

Later entries
SMILES	Scp1 inh	STEP block	LMPTP inh	MsrA inhibitor	DNMT1 inh	SUMO1 PPI mod	TbMetRS inhib	E coli Lon inh	bovine MsrA act	CendR NRP1 mod
COc1cccc(OCc2nnc(SCc3cc(=O)[nH]c4ccccc34)o2)c1	-5	-1	3.3	0.7	-1	6	-0.3	-3	-6	3
CC1(c2ccc(Cl)cc2)NC(=O)N(CC(=O)Nc2ccc(N3CCCCC3)cc2)C1=O (centres undefined)	-2	-3	0.5	-0.3	9	-41	-0.5	12	-5	-13
Cc1onc(NC(=O)NC(=O)c2c(Cl)cccc2Cl)c1Br	1	-1	-0.3	-0.4	2	5	-0.2	-12	-4	10
O=C(CC1C(=O)NCCN1C/C=C/c1ccccc1)NCCCC1CCCC1 (centres undefined)	4	-2	0.9	0.6	-11	-2	-0.7	0	-1	-32
COc1cccc(-n2c(=S)sc3c(=O)n(-c4ccccc4OC)c(SCC4OCCO4)nc32)c1	-14	2	0.8	-0.9	-1	5	0.0	-7	-3	-11
CCC1CO/C(=C(\C(=C(Cl)Cl)N2CCOCC2)[N+](=O)[O-])N1 (centres undefined)	1	1	-2.7	0.9	0	-2	-0.5	6	-4	-12
CCOc1ccc(N2C(=O)C3ON(c4ccccc4)C(c4ccco4)C3C2=O)cc1 (centres undefined)	-2	0	1.0	-0.6	1	-3	-0.9	4	-16	-2
C[C@@H]1CN([C@@H](C)CO)C(=O)CCCn2nncc2CO[C@H]1CN(C)S(=O)(=O)c1ccc(Oc2ccccc2)cc1	nt	-3	-1.2	0.1	-4	1	0.7	8	-2	0
CCCn1c(SC(C)C(=O)O)nc2ccccc21 (centres undefined)	0	1	-1.3	nt	0	1	0.8	4	-2	-8
CCCN(CC(=O)Nc1ccccc1C)C(=O)/C=C/c1ccc(OC)c(OC)c1	nt	-2	-1.5	4.1	4	-11	-0.2	-8	-5	-1
COc1ccccc1NC(=O)COC(=O)C12CC3CC(CC(Cl)(C3)C1)C2	-8	5	3.6	-0.8	-4	3	-0.5	4	15*	-19
OC(c1ccccc1)(c1nc(-c2cccc(C(F)(F)F)c2)cs1)C(F)(F)F (centres undefined)	nt	-4	1.1	-1.0	-14	-1	0.1	-6	-2	12
CC(C)CN(C(=O)COC(=O)c1cccs1)c1c(N)n(Cc2ccccc2)c(=O)[nH]c1=O	nt	-1	1.1	0.5	5	3	0.1	6	-9	3
O=C(NCCCN1CCOCC1)c1cc(-c2ccccc2F)no1	-9	0	-1.5	0.1	2	-1	-0.1	4	-2	-7
COc1ccc(Cc2c(N)nc(N)nc2N)cc1	16	8	27	-1.0	-1	-2	0.0	2	0	5
CC(=O)OCC(=O)C1(O)CCC2C3CCC4=CC(=O)CCC4(C)C3C(O)CC21C (centres undefined)	-12	0	-0.6	-1.9	0	9	-0.8	2	-4	1
CC(C)c1nnc(NC(=O)CCC(=O)NCC2CCCO2)s1 (centres undefined)	-4	-2	-0.4	0.3	0	-2	-0.8	3	-3	2
O=C(Cn1c(=O)c2cccn2c2cccnc21)NCCCN1CCN(c2ccc(F)cc2)CC1	-2	0	1.7	-0.3	1	-2	1.5	10	-5	3
CC(Oc1ccccc1)C(=O)Nc1cccc([N+](=O)[O-])c1 (centres undefined)	2	1	0.3	-0.7	-1	-17	0.1	-3	-3	9
O=C(COc1ccccc1F)Nc1ccccc1C(=O)NC1CC1	-5	0	-0.5	0.6	-6	1	-0.3	7	-1	-8
CCOC(=O)c1c(C)oc2ccc(NS(=O)(=O)c3ccc(C(=O)O)cc3)cc12	3	-2	0.1	0.8	-1	18	-0.1	-5	-7	-8
CCOC(=O)c1c(-c2ccc(OC)c(OC)c2)csc1NC(=O)C1CCCO1 (centres undefined)	-14	3	1.4	0.2	-1	2	-0.4	4	0	3
